From PubChem
Bcl-xL primary = inhibitors of human Bcl-xL; Q07817; GST-Bcl-xL / FITC-Bim BH3 peptide fluorescence polarization; inhibition, % at 10.9 µM; 0.7% of 320,000 active; AID 2129;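 active means inhibition above the mean of all tested compounds plus 3 SD, cutoff set per campaign, cut at about 30% in these data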;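 further: 0% = DMSO wells and 100% = unlabeled Bim-BH3 peptide competitor; inhibitors lower millipolarization by displacing the labeled peptide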
Target sequence (Q07817 whole entry, looked up): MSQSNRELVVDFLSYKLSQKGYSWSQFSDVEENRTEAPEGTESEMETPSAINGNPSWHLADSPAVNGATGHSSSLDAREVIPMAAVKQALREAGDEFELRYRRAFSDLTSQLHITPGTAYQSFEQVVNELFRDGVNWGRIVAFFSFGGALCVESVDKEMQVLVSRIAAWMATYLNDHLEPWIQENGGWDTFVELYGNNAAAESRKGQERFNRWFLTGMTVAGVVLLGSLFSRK
Efflux pump inh = antifungal efflux pump inhibition, Nile Red retention. inhibition, % at 10 µM. S. cerevisiae Candida pump triplex. AID 485275. 0.44% of 330,000 active;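 active means plate passing quality check with inhibition over a set limit, or well fluorescence over plate mean plus 4 SD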;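 further: Nile Red retained in pooled yeast measured as flow cytometry median fluorescence; 0% = buffer negative control and 100% = Enniatin B positive control; higher means more Nile Red kept so more efflux inhibition; some compounds called inactive have numbers as strong as hits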
ZTA DNA inh = ZTA (EBV) inhibition in EBNA-1 counter-screen | P03206 | ZTA-DNA binding, fluorescence polarization | inhibition, % at 11 µM | 0.15% of 320,000 active; in the data active means inhibition above about 33%
Fam108B counter = blocks mouse Fam108B hydrolase in RBBP9 counter-screen | recombinant Fam108B, FP-Rh probe fluorescence polarization | inhibition, % at 9.51 µM | 0.33% of 300,000 active;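 active means inhibition above the screen mean inhibition plus 3 SD, computed separately per campaign, cut at about 18% in these data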;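 further: inhibitors lower polarization as less probe binds the enzyme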
Yeast superoxide = yeast age-related superoxide inhibition as caloric restriction mimetic; 0.18% of 330,000 active; S. cerevisiae aged cells, superoxide DHE fluorescence; stronger effect = lower value; superoxide response (% of plate mean), % at 10 µM;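 active means superoxide response under a set limit, about three screen SD below normal, cut at about 65% in these data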;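 further: yeast aged for seven days with compound at 30 °C before DHE staining; 100% = average MFI of all compound-treated wells on the plate with controls excluded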
EBNA-1 inhibitor = blocks EBNA-1 binding to DNA. EBNA-1 DNA binding, fluorescence polarization. inhibition, % at 14.8 µM. 0.34% of 300,000 active; in the data active means inhibition above about 28%
GLD-1 RNA inh = GLD-1-TGE RNA interaction inhibition (C. elegans) | AID 2280 | purified GLD-1 + fluorescein TGE RNA, fluorescence polarization | inhibition, % at 5.96 µM | 0.44% of 320,000 active;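 active means percent inhibition above a per-plate cutoff, the plate mean of test compounds plus 3 SD, cut at about 30% in these data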;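 further: 0% = DMSO wells with GLD-1 and probe and 100% = wells lacking GLD-1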
MEX-5 binding = C. elegans MEX-5 TCR-2 RNA binding activity; Q9XUB2; activity score (negative = inhibition of binding), % at 10 µM; 0.38% of 300,000 active; MEX-5/FITC-TCR2 RNA binding, fluorescence polarization; stronger effect = lower value;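 active means inhibition past about -25% in most replicates, and total fluorescence under double the plate's negative control median, limit read from the data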;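 further: 0% = DMSO and -100% = 5 µM competing unlabeled TCR2 RNA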
Target sequence (Q9XUB2 whole entry, looked up): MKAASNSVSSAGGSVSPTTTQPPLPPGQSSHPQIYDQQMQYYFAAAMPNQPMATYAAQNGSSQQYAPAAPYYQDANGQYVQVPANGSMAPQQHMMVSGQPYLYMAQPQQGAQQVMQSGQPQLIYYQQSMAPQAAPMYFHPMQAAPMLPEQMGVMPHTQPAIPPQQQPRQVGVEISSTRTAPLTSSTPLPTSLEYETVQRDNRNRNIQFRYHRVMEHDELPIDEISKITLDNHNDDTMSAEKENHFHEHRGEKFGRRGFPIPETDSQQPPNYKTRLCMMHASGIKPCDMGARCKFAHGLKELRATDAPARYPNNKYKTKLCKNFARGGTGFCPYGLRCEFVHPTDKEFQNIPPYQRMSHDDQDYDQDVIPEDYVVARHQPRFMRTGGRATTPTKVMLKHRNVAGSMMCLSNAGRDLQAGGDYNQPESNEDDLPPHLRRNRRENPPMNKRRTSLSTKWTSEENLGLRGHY
MCL1-BIM inh = MCL1-BIM-BH3 interaction inhibition (human); Q07820; GST-MCL1 / FITC-Bim-BH3 fluorescence polarization; inhibition, % at 10.9 µM; 0.68% of 320,000 active; AID 2057;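 active means inhibition above the mean inhibition of all tested compounds plus 3 SD, set per campaign, cut at about 40% in these data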;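 further: 0% = DMSO wells and 100% = unlabeled Bim-BH3 peptide control; higher means more loss of mP so more displacement of Bim peptide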
Target sequence (Q07820 whole entry, looked up): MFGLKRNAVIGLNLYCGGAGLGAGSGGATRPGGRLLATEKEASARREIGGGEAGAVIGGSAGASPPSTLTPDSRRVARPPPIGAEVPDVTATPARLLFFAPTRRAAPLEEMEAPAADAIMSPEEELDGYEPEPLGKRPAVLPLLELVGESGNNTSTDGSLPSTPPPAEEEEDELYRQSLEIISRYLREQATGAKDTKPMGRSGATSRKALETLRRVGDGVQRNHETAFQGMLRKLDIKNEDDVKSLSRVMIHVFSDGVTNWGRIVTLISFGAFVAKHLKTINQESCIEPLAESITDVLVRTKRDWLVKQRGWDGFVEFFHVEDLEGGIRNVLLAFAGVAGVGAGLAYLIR
Starred values were filed as active, the others as inactive; . = no result given.

SMILES	Bcl-xL primary	Efflux pump inh	ZTA DNA inh	Fam108B counter	Yeast superoxide	EBNA-1 inhibitor	GLD-1 RNA inh	MEX-5 binding	MCL1-BIM inh
CCCCOC(=O)n1c(SCC(=O)N(C)C)nc2ccccc21	0.3	0.0	-5.7	-0.1	106.7	2.5	-4.8	1.4	-1.4
NC(=O)c1nn(CC(=O)Nc2cccc(S(=O)(=O)N3CCCCCC3)c2)c(=O)c2ccccc12	-23.0	0.9	-12.3	.	117.9	.	3.4	.	-29.4
Cc1ccc(NC2CCCN(C(=O)c3ccoc3)C2)cc1C (stereo not drawn)	-3.1	0.2	5.0	-3.0	98.2	-14.8	-7.3	-2.8	-8.5
CC(CC(=O)Nc1cccc(F)c1)S(=O)(=O)c1ccc2c(c1)NC(=O)CO2 (stereo not drawn)	-0.4	0.0	-3.3	1.4	89.5	-0.8	3.4	-0.7	1.2
OC(CNCCc1ccccc1)COc1ccc(OCC(O)CNCCc2ccccc2)cc1 (stereo not drawn)	5.6	0.0	4.5	-1.9	98.0	-9.2	4.2	2.2	10.2
Cn1ncc(Cl)c1C(=O)NC(=S)Nc1sc2c(c1C#N)CCCCC2	7.1	0.4	-8.1	0.1	93.3	-0.9	2.6	2.6	8.4
CCn1cc(S(=O)(=O)c2ccc(OC)cc2)c(=O)c2cc(OC)ccc21	2.7	-0.3	1.5	-3.3	103.8	-8.3	2.8	-1.0	1.1
O=C(O)c1ccccc1C(=O)N1CCN(C(=O)c2ccccc2Cl)CC1	1.7	0.0	10.9	0.3	108.1	9.5	5.8	-1.7	-0.8
Cc1ccc2cc(CN(CC3CCCO3)C(=O)Nc3ccccc3F)c3nnnn3c2c1 (stereo not drawn)	6.3	0.0	-0.6	-0.3	99.5	-2.1	-2.2	0.8	1.9
COc1ccc(CN(CC2CCC(C(=O)O)CC2)C(=S)Nc2cc(Cl)ccc2OC)cc1 (stereo not drawn)	1.0	0.0	-8.0	0.3	100.5	-0.1	-7.1	0.0	3.1
COc1cccc(CNC(=O)CSc2ccc(-c3ccncc3)nn2)c1	0.0	0.1	5.6	-4.4	113.2	6.3	-4.1	-1.3	-1.4
O=C(CCN1C(=O)C2C3C=CC(C3)C2C1=O)NCc1cccnc1 (stereo not drawn)	0.5	0.1	-12.5	-3.9	122.5	-6.7	-0.1	1.9	3.8
C=CCc1cc(C)ccc1OCCn1ccnc1	3.6	0.1	3.5	2.2	82.0	-3.5	-0.6	-0.4	4.7
Cc1ccc(NC(=S)NC2CCSc3ccccc32)cc1 (stereo not drawn)	2.3	0.1	5.2	-6.8	122.3	-0.9	6.5	-0.8	11.7
O=C(Nc1nccs1)C1CC(=O)N(c2ccc(Cl)cc2)C1 (stereo not drawn)	8.0	-0.3	6.4	3.9	101.5	10.4	1.1	1.4	10.8
O=C(/C=C/c1ccccc1)Oc1ccccc1C(=S)N1CCOCC1	10.6	-0.1	7.6	-2.5	120.5	-1.9	1.4	-0.3	8.5
Cc1ccc(OCC(O)CNCc2ccc(F)cc2)cc1 (stereo not drawn)	2.0	0.0	14.1	5.7	97.2	4.2	0.3	1.9	3.5
CN1CC(C(=O)O)Cc2c1ccc1ccccc21 (stereo not drawn)	23.1	0.0	4.4	-0.1	101.8	0.9	7.3	-5.6	13.8
CCn1c(=S)sc2c(=O)n(-c3ccccc3)c(SCC(=O)NCc3ccco3)nc21	-1.7	0.1	-2.9	-1.6	117.8	0.5	2.3	-0.9	5.9
O=C1c2ccccc2C(=O)C1c1ccccn1	2.4	-0.1	-1.7	-2.8	103.4	-4.1	7.1	2.1	-1.0
CCc1noc(C)c1C(=O)Nc1cccc2ncccc12	6.8	-0.2	14.5	-1.0	101.3	4.3	0.2	-0.4	-7.0
CCOC(=O)c1cnn(-c2nc(-c3ccccc3)cs2)c1C(F)(F)F	-3.5	0.2	-9.5	-2.1	121.8	-2.3	-3.6	1.1	-1.3
CCOC(=O)c1[nH]c2cc3c(cc2c1NC(=O)CN1CCN(CCO)CC1)OCO3	-1.9	-0.1	9.4	-1.7	91.3	-3.2	5.4	0.0	-3.9
O=C(Cn1c(=O)sc2ccccc21)NCc1ccccn1	4.9	-0.1	-1.9	0.4	93.2	-8.9	10.0	1.1	-6.4
c1ccc(C(c2ccccc2)c2noc(CN3CCN(C4CCCC4)CC3)n2)cc1	2.7	-0.1	-14.3	-1.9	97.0	11.5	1.4	-0.5	7.2
CCOC(=O)c1cccc(C2=CC(=O)C[C@H](c3ccc(OC)cc3)C2)c1	-1.3	0.1	4.3	.	106.8	.	-0.2	.	-2.3
O=C(c1cccc2ccccc12)N1CCCCC1	0.7	-0.1	0.4	-1.2	106.3	5.1	7.9	0.0	-0.3
COc1ccccc1CNC(=O)C(=O)NCCC1CCCCN1S(=O)(=O)c1ccc(C)cc1 (stereo not drawn)	2.4	-0.1	-14.3	1.1	106.3	-4.5	0.6	-0.5	-1.2
O=C(NCc1ccco1)c1sc(=S)n2c1[nH]c(=O)c1ccccc12	13.4	-0.1	16.4	38.2*	126.8	2.3	5.7	-0.6	18.8
Cc1cccc(C(=O)c2cn[nH]c2-c2ccccc2O)c1	-0.2	0.2	-16.8	2.6	120.0	-4.5	2.9	-1.3	5.9
Cn1cccc1/C=N\NC(=O)Cc1ccc(Br)c2ccccc12	-8.0	0.0	-8.7	-2.1	122.5	12.3	-15.9	0.0	-13.2
CCCCn1c(N)c(N(CCOC)C(=O)C(C)N2C(=O)c3ccccc3C2=O)c(=O)[nH]c1=O (stereo not drawn)	-4.1	0.0	-4.3	1.4	100.9	-9.9	-1.5	-0.7	-13.1
CCc1nc2oc3cc(OC)ccc3c(=O)c2c(=O)n1-c1ccccc1	3.5	0.3	2.4	0.0	86.8	-6.4	2.3	-1.5	-0.1
Cc1ccccc1NC(=O)c1ccc(NC(=O)C2CCCO2)cc1 (stereo not drawn)	2.6	-0.2	11.5	-0.6	96.5	11.5	-0.2	-0.2	2.6
CCCCCCCC(=O)N/N=C(\C)c1ccc(O)cc1O	4.8	-0.2	4.8	1.6	96.2	9.4	-0.9	0.4	8.8
CC1=Nn2c(nc3sc4c(c3c2=O)CCCC4)SC1	4.0	-0.6	-15.4	-0.1	91.9	4.9	0.5	-1.2	0.6
CCOc1ccc(-c2nnc3ccc(SC)nn23)cc1	2.5	1.6	0.3	0.6	121.6	-1.4	6.0	.	7.8
CC(C)N(Cc1nc(-c2ccc(Cl)cc2)no1)C(=O)CCC1CCCC1	-3.8	-0.1	5.7	-1.4	107.4	1.4	7.6	-0.4	1.3
COC(=O)c1ccc(-c2nc(-c3cccs3)no2)cc1	3.7	-0.2	-8.5	4.0	94.5	-1.2	-3.8	.	8.1
Cc1ccc(NC(=O)N2CCCC2C(=O)NCc2cccs2)cc1 (stereo not drawn)	-0.1	-0.1	-12.8	5.0	107.2	-5.8	-2.9	0.6	3.1
O=C(Cc1nnc(NC(=O)Nc2ccccc2F)s1)NCc1ccccc1	6.7	-0.1	-1.1	5.7	92.8	4.0	4.0	-0.4	6.6
O=C(CN1C(=O)NC2(CCCCC2)C1=O)N1CCN(S(=O)(=O)/C=C/c2ccccc2)CC1	-1.6	0.0	-12.9	2.0	96.0	-3.9	4.5	2.5	8.8
Cc1c(C(=O)N2CCN(C/C=C/c3ccccc3)CC2)oc2c(F)cccc12	7.7	0.0	-15.8	.	93.6	.	0.5	.	0.8
CSc1nc(NCCOCCO)c2sc3nc(-c4ccco4)c4c(c3c2n1)CCC4	23.4	0.1	11.5	28.5*	116.4	-2.2	-9.0	1.3	68.7*
COc1ccc(CC(=O)NC(C)c2nnc(SCC(=O)Nc3nc(C)cs3)n2C)cc1 (stereo not drawn)	3.5	-0.1	-6.8	-0.9	99.7	-7.0	7.8	1.3	1.9
O=C(CN1CCCc2ccccc21)NC(=O)NC1CCCCC1	29.7	0.3	-9.5	0.0	110.9	-7.1	-38.4	2.7	27.6
Cc1cc(NC(=O)c2ccccc2)ccc1NC(=O)Cc1ccccc1	1.7	-0.3	2.3	-10.0	95.5	-2.8	-1.8	2.1	-1.9
CCOC(=O)c1sc2nc(C)nc(SCC(=O)NC(C)CCc3ccccc3)c2c1C (stereo not drawn)	-17.9	0.0	8.8	-3.9	90.7	0.5	-19.4	0.7	-45.2

Rewritten with each value named: entries from further up
mol: CCOC(=O)c1cnn(-c2nc(-c3ccccc3)cs2)c1C(F)(F)F
  Bcl-xL primary: -3.5 | Efflux pump inh: 0.2 | ZTA DNA inh: -9.5 | Fam108B counter: -2.1 | Yeast superoxide: 121.8 | EBNA-1 inhibitor: -2.3 | GLD-1 RNA inh: -3.6 | MEX-5 binding: 1.1 | MCL1-BIM inh: -1.3

mol: CCOC(=O)c1[nH]c2cc3c(cc2c1NC(=O)CN1CCN(CCO)CC1)OCO3
  Bcl-xL primary: -1.9 | Efflux pump inh: -0.1 | ZTA DNA inh: 9.4 | Fam108B counter: -1.7 | Yeast superoxide: 91.3 | EBNA-1 inhibitor: -3.2 | GLD-1 RNA inh: 5.4 | MEX-5 binding: 0.0 | MCL1-BIM inh: -3.9

mol: O=C(Cn1c(=O)sc2ccccc21)NCc1ccccn1
  Bcl-xL primary: 4.9 | Efflux pump inh: -0.1 | ZTA DNA inh: -1.9 | Fam108B counter: 0.4 | Yeast superoxide: 93.2 | EBNA-1 inhibitor: -8.9 | GLD-1 RNA inh: 10.0 | MEX-5 binding: 1.1 | MCL1-BIM inh: -6.4

mol: c1ccc(C(c2ccccc2)c2noc(CN3CCN(C4CCCC4)CC3)n2)cc1
  Bcl-xL primary: 2.7 | Efflux pump inh: -0.1 | ZTA DNA inh: -14.3 | Fam108B counter: -1.9 | Yeast superoxide: 97.0 | EBNA-1 inhibitor: 11.5 | GLD-1 RNA inh: 1.4 | MEX-5 binding: -0.5 | MCL1-BIM inh: 7.2

(further entries)
SMILES	Bcl-xL primary	Efflux pump inh	ZTA DNA inh	Fam108B counter	Yeast superoxide	EBNA-1 inhibitor	GLD-1 RNA inh	MEX-5 binding	MCL1-BIM inh
O=C(NCCc1ccccn1)c1cc(-c2ccccc2Cl)nc2ccccc12	7.5	-0.1	6.5	0.3	100.9	3.6	0.4	1.2	7.4
CC1CCN(CCCCOc2ccccc2Br)CC1	12.4	0.0	4.1	2.8	95.3	-4.4	-1.0	-3.1	13.6
Cc1cc(=O)n2nc(N3CCCC(C(=O)NCc4cccc(Cl)c4)C3)sc2n1 (stereo not drawn)	-0.1	0.1	-3.3	2.3	93.0	-16.4	-2.1	0.6	-0.1
CC1CCN(S(=O)(=O)c2ccc3c(c2)C(=NO)c2cc(S(=O)(=O)N4CCC(C)CC4)ccc2-3)CC1	3.3	-0.1	-2.3	-10.0	106.9	9.6	-4.6	.	3.9
O=C(c1ccc(COc2c(F)c(F)cc(F)c2F)o1)N1CCN(c2ccc(Cl)cc2)CC1	3.1	-0.1	3.0	6.8	94.1	5.1	-0.2	0.6	5.7
CCOC(=O)c1oc2ccccc2c1NC(=O)c1ccc(S(=O)(=O)N2CCCC2)cc1	-4.0	0.0	-8.1	-2.4	100.6	36.6*	5.1	1.3	2.3
CCCCn1c(NCc2cccs2)nc2ccccc21	-0.9	-0.2	-10.0	3.4	93.3	1.2	12.1	2.0	1.6
CCC1=C(OC(=O)N(CC)CC)N2C(=O)OC(=NCC(=O)OC)[C@]2(Cc2ccccc2)[C@H]2C1=CC[C@H]1C(=O)N(c3ccccc3)C(=O)[C@H]12	4.0	0.1	10.7	-1.6	96.2	2.9	11.9	-0.9	5.9
O=C(CCNS(=O)(=O)c1cccc2nonc12)NC1CCCc2ccccc21 (stereo not drawn)	-1.1	0.1	10.7	-3.3	97.3	5.3	2.2	.	1.0
O=C(CCCCn1c(=O)[nH]c2ccsc2c1=O)NCc1cccnc1	4.0	-0.4	-8.0	1.5	88.1	-2.7	8.3	-0.4	-3.0
CC(=O)c1ccc(OCCCC(=O)OCC(=O)Nc2ccc3[nH]c(=O)[nH]c3c2)cc1	5.3	0.2	0.9	-2.5	109.3	-12.9	-0.2	-1.8	2.8
